Bioassay records (PubChem BioAssay)
V-ATPase pHluor: regulators of yeast V-ATPase proton transport; S. cerevisiae, pHLuorin cytosolic pH fluorescence; response, % at 10 µM; hit rate 0.37% among 350,000; AID 504577; in the data active = response mostly above about 7.3%, no sharp cut-off; inactive = mostly below about 5.4%; note: actives read high; inactives centre near 0; some compounds called inactive have numbers as strong as hits; reference of the scale not given here
HTR5A inv ctr: HTR5A inverse agonism, opioid heterodimer counter-screen | AID 504634 | HTR5A cell line, luminescence | inhibition, % at 9.3 µM | hit rate 0.083% among 340,000; in the data active = inhibition mostly above about 23%, no sharp cut-off; inactive = mostly below about 18%;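 note: 0% = cells with DMSO and 100% = no-cell wells with DMSO; some compounds called inactive have numbers as strong as hits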
RTF Ca sens inh: cardiac RTF calcium desensitization; P19429+P45379; inhibition, % at 7.15 µM; IANBD-labeled cardiac RTF, Ca2+ fluorescence; hit rate 0.12% among 340,000;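 active = inhibition above the mean inhibition of all tested compounds plus 3 SD, cut at about 17% in these data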;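 note: assay run at fixed EC70 calcium of 1.6 mM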
RTF Ca sens act: cardiac RTF calcium sensitization; P19429+P45379; IANBD-labeled TnC RTF fluorescence at EC20 calcium; 0% EC20 calcium, 100% full calcium; activation, % at 7.2 µM; hit rate 0.24% among 340,000; AID 493008;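 active = activation above the mean over all tested compounds plus 3 SD, cut at about 30% in these data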;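 note: rise in fluorescence read as greater calcium sensitivity of cardiac thin filaments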
C-LANA FP: inhibitors of KSHV LANA C-terminal domain DNA binding. MBP-C-LANA/FAM-LBS DNA binding, fluorescence polarization. inhibition, % at 9 µM. hit rate 0.078% among 340,000. AID 504423;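 active = highest replicate inhibition at or above 60% at 9 µM, even if other replicates fall short; inactive = all replicates below 60% inhibition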;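 note: 0% = neutral control wells and 100% = 4 µM acridine orange control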
OPRM1-OPRD1 inv: mu-delta opioid heterodimer inverse agonism; cell-based MOR-DOR heterodimer luminescence; inhibition, % at 9.3 µM; hit rate 0.21% among 340,000; in the data active = inhibition above about 22%, passing the limit was not always enough;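 note: 0% = cells with DMSO and 100% = wells without cells with DMSO; values of inactives mirror those of a sister screen read the other way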
Target sequence (P35372 whole entry, looked up): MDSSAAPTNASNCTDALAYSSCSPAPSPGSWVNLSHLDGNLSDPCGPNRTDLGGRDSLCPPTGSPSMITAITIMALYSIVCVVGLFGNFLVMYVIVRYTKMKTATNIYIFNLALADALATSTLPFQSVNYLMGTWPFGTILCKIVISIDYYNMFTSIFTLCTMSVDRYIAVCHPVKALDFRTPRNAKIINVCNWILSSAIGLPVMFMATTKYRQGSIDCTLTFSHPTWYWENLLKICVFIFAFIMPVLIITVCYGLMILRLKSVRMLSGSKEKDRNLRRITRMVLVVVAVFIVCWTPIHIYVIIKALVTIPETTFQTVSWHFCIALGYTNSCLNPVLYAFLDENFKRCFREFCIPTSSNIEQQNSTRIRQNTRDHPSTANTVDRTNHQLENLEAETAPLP
Target sequence (P41143 whole entry, looked up): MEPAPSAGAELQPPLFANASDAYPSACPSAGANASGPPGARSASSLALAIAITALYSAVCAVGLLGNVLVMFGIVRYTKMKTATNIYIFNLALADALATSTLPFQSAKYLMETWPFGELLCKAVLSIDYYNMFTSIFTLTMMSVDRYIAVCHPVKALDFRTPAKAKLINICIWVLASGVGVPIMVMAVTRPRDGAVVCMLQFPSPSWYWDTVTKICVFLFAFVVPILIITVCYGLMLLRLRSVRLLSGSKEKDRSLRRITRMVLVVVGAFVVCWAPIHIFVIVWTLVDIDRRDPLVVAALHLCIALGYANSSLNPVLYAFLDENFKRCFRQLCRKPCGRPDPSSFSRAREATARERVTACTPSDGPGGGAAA
MOR-DOR ag: OPRM1-OPRD1 heterodimerization agonism; P35372+P41143; cells, luminescence; activation, % at 9.3 µM; hit rate 0.3% among 340,000; AID 504326; in the data active = activation above about 18%;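 note: 0% = vehicle-treated cells and 100% = reference agonist; values of inactives mirror those of a sister screen read the other way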
Keap1-Nrf2 PPI: Keap1-Nrf2 (human) interaction inhibition | Keap1 Kelch-Nrf2 peptide fluorescence polarization, 1536-well | inhibition, % at 9.4 µM | hit rate 0.15% among 340,000; in the data active = inhibition above about 12%;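 note: human Keap1 Kelch domain with fluorescein labeled Nrf2 9mer peptide probe; 0% = neutral control wells and 100% = peptide positive control; higher means more block of Keap1 binding to Nrf2 peptide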
HTR5A ag: activates human HTR5A in OPRM1-OPRD1 agonist counter-screen. HTR5A agonist assay, luminescence, cell-based. hit rate 0.61% among 340,000. activation, % at 9.3 µM. AID 504692; in the data active = activation mostly above about 9.5%, no sharp cut-off; inactive = mostly below about 7.6%;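 note: 0% = cells with vehicle only and 100% = reference agonist; strong numbers were not always called active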
CAL-PDZ inh HTS: blocks peptide binding to the human CAL PDZ domain | purified CAL PDZ, TMR-peptide fluorescence polarization, 1 h | inhibition, % at 24.9 µM | hit rate 0.92% among 300,000 | AID 602252;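 active = mean inhibition of at least 30% with at least half of replicates also reaching 30%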;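 note: 0% = DMSO neutral control and 100% = excess unlabeled competitor peptide PRC23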
* hit, by the source's call; x = no result given. This is a random part of the collection. Share with any hit: about 2.8%.

SMILES	V-ATPase pHluor	HTR5A inv ctr	RTF Ca sens inh	RTF Ca sens act	C-LANA FP	OPRM1-OPRD1 inv	MOR-DOR ag	Keap1-Nrf2 PPI	HTR5A ag	CAL-PDZ inh HTS
O=C(CCc1ccc(F)c(F)c1)NC1CCCN(Cc2ccc(Cl)cc2)C1 (stereo not drawn)	1.5	-2.6	2.3	-8.1	7.4	-4.9	1.1	-6.9	0.7	-2.0
CC1(C)CC2(CCO1)N1CC3(C)CN2CC(C)(C1)C3=O (stereo not drawn)	-5.3	3.9	-10.5	1.0	-2.0	10.6	-1.8	-7.2	-1.9	-0.2
CC(OC(=O)C1CC1)C(=O)Nc1cc(Cl)cc(Cl)c1 (stereo not drawn)	1.4	-25.5	-1.1	-2.9	-0.4	-14.1	3.2	-1.3	6.6	-3.6
CC(C)OC(=O)CSc1nnc(CNc2cccc(Cl)c2)n1C	0.9	-26.5	1.7	4.8	-1.0	9.4	-1.6	-0.1	-2.0	-0.3
CCc1nnc(NC(=O)[C@@H](NC(=O)c2cccc(C)c2)C(C)C)s1	-2.2	-10.2	-1.3	-4.8	5.0	-1.6	0.3	2.3	3.0	-0.2
COCC(=O)N(Cc1cc2cc(C)ccc2[nH]c1=O)c1cccc(C)c1C	1.7	6.9	-7.0	-5.7	-1.1	18.5	-4.0	-5.3	-1.9	-2.7
CCC(C)(C)NC(=O)C(c1ccncc1)N(C(=O)c1sc(C)nc1C)c1ccc(F)cc1 (stereo not drawn)	1.2	-12.8	-0.1	-1.6	-2.2	9.6	-1.8	-5.0	-2.5	x
CCN1CCN(CCNC(=O)c2ccc3nc(-c4cccc(C)c4)c(-c4cccc(C)c4)nc3c2)CC1	0.1	-7.6	-4.9	1.3	-0.4	0.0	0.0	-2.3	3.3	-27.9
CNC(=O)C(=O)NCC(c1cccs1)S(=O)(=O)c1ccc(F)cc1 (stereo not drawn)	-0.4	-25.5	-3.8	6.0	-0.8	5.0	-0.9	-4.5	-3.0	-0.9
O=C(/C=C/c1ccccc1)NCC(=O)N/N=C/c1ccccc1[N+](=O)[O-]	2.1	3.0	0.9	-8.8	1.0	-14.7	2.1	5.5	-1.1	-0.5
CCOC(=O)C1(Cc2cccc(OC)c2)CCCN(C(=O)CCSC)C1 (stereo not drawn)	-5.1	-11.8	-5.1	-1.2	4.1	10.2	-2.2	-2.9	3.2	-3.8
Cc1cccc([N+](=O)[O-])c1NC(=O)CN(Cc1ccccc1)Cc1ccccc1	-2.3	-4.8	11.1	1.2	0.6	9.6	-1.9	2.1	-2.9	0.3
Cc1cc(C)c(O)c(CN(C)Cc2cc(Cl)cc(Cl)c2O)c1	0.3	-52.5	-1.1	2.4	-0.1	-19.6	3.8	-0.7	12.8*	0.2
C[n+]1ccc(C(=O)NCCC[N+](C)(C)C)cc1/C=N/O	-1.1	-3.1	-2.0	3.2	2.1	10.6	-2.0	-6.7	1.5	x
CC(Oc1ccc(F)cc1)C(=O)Nc1sc2c(c1C(=O)NCc1cccnc1)CCCC2 (stereo not drawn)	2.1	-2.1	3.8	17.1	-0.2	3.9	-0.7	-4.1	1.9	1.4
CCOc1ccc(/C=C\C(C)=N\O)cc1	3.1	3.0	4.3	0.3	0.9	14.5	-2.5	-0.8	-0.8	-1.2
Cc1ccc(C(=O)Nc2sc3c(c2C(=O)O)CCC(C)C3)o1 (stereo not drawn)	2.0	-15.0	-5.5	-2.5	-1.4	13.4	-3.1	2.4	6.1	5.0
CCN(c1ccccc1)S(=O)(=O)c1ccc(Cl)c(NC(=O)CN2C(=O)NC3(CCCC3)C2=O)c1	-3.6	-15.4	2.1	-2.0	0.8	28.1	-5.5	-5.1	-4.8	-1.2
Cc1cc(C)nc(SCCn2c(N3CCCCC3)nc3c2c(=O)n(C)c(=O)n3C)n1	2.3	-1.8	-0.4	-4.0	-0.3	11.9	-1.9	3.4	2.2	-7.7
O=C(COC(=O)c1cc(Cl)ccc1O)NCCC1=CCCCC1	1.9	5.9	4.5	-2.2	-2.1	-14.8	2.7	-6.7	-2.4	-1.7
COc1ccc2[nH]c(C)c(C(=O)CN3CCN(C(=O)c4ccco4)CC3)c2c1	0.2	3.6	-2.2	13.4	-0.6	7.8	-1.4	-8.2	-1.0	x
CC(C)N(Cc1nc(-c2ccc(Cl)cc2)no1)C(=O)C12CC3CC(CC(C3)C1)C2	-1.6	3.8	-3.5	3.4	-1.0	5.2	-1.2	3.0	-1.5	4.9
Oc1[nH]c2ccc(Br)cc2c1N=NC(=S)Nc1ccc(F)cc1	1.9	-5.4	-0.8	2.7	0.0	0.1	0.0	-3.1	1.8	-1.5
CC(CCc1ccccc1)NC(=S)NC1CCCCC1 (stereo not drawn)	-3.5	3.0	1.6	2.2	0.1	-1.5	0.3	5.9	-1.2	6.6

Rewritten as a markdown table: part of the list above.
| Compound | V-ATPase pHluor | HTR5A inv ctr | RTF Ca sens inh | RTF Ca sens act | C-LANA FP | OPRM1-OPRD1 inv | MOR-DOR ag | Keap1-Nrf2 PPI | HTR5A ag | CAL-PDZ inh HTS |
| --- | --- | --- | --- | --- | --- | --- | --- | --- | --- | --- |
| Cc1cc(C)c(O)c(CN(C)Cc2cc(Cl)cc(Cl)c2O)c1 | 0.3 | -52.5 | -1.1 | 2.4 | -0.1 | -19.6 | 3.8 | -0.7 | 12.8* | 0.2 |
| C[n+]1ccc(C(=O)NCCC[N+](C)(C)C)cc1/C=N/O | -1.1 | -3.1 | -2.0 | 3.2 | 2.1 | 10.6 | -2.0 | -6.7 | 1.5 | x |
| CC(Oc1ccc(F)cc1)C(=O)Nc1sc2c(c1C(=O)NCc1cccnc1)CCCC2 (stereo not drawn) | 2.1 | -2.1 | 3.8 | 17.1 | -0.2 | 3.9 | -0.7 | -4.1 | 1.9 | 1.4 |
| CCOc1ccc(/C=C\C(C)=N\O)cc1 | 3.1 | 3.0 | 4.3 | 0.3 | 0.9 | 14.5 | -2.5 | -0.8 | -0.8 | -1.2 |

Next part:
SMILES	V-ATPase pHluor	HTR5A inv ctr	RTF Ca sens inh	RTF Ca sens act	C-LANA FP	OPRM1-OPRD1 inv	MOR-DOR ag	Keap1-Nrf2 PPI	HTR5A ag	CAL-PDZ inh HTS
COc1ccc(CC2(CO)CCN(Cc3cnn(-c4ccccc4OC)c3)CC2)cc1	1.4	-1.8	-1.3	1.7	-0.1	4.4	-0.8	1.4	3.4	-3.6
CCNc1nc(Oc2ccc(Cl)cc2Cl)cc(C(F)(F)F)n1	0.1	-14.4	1.9	0.1	-0.2	-37.4	7.4	-3.9	4.7	-0.8
O=C(Cc1ccccc1)NC1c2ccccc2-c2ccccc21	-1.2	-11.4	4.1	-9.2	-0.3	-4.4	0.6	-5.5	-5.7	-2.5
CC(C)CCN1CCN(Cc2cccn2-c2nccs2)CC1CCO (stereo not drawn)	-0.6	6.6	3.6	-0.6	1.2	-19.1	2.7	5.9	1.9	4.8
CCOc1ccc(CCNC(=O)Cn2c(-c3nonc3N)nc3ccccc32)cc1OCC	-0.4	x	-3.8	0.2	0.6	x	x	-7.8	x	0.6
O=C(NCCCCc1ccccc1)c1cccc(NC(=O)C2CCCCC2)c1	0.4	3.9	1.6	-3.2	0.5	17.1	-3.6	-1.7	-1.1	-4.9
COc1ccc(NC(=O)CN(C)C(=O)c2sc3ccccc3c2Cl)cc1	0.6	1.2	-4.6	-5.0	-0.9	5.6	-0.9	-5.4	-0.4	-2.4
CC(=O)NCc1ccc(-c2csc(-c3cccs3)n2)cc1	0.9	-22.8	-15.8	-4.0	0.0	4.8	-0.9	-2.5	8.5	-4.1
CCOc1ccc(S(=O)(=O)N2CCNC(=O)C2)cc1	11.4	-56.6	-3.0	-5.3	-1.4	-0.3	0.1	-6.2	20.4*	15.4
COc1cc(-c2cc(-c3nnco3)c3ccccc3n2)cc(OC)c1OC	-2.8	19.6	-2.4	-0.1	-1.1	6.8	-1.4	-0.9	-0.6	-4.5
NC(=O)COc1ccc2oc(=O)cc(-c3cc4ccccc4o3)c2c1	5.9	25.0	-3.8	-1.7	-0.5	15.1	-3.0	-1.4	3.3	x
CC(C)(C)c1csc(NC(=O)Cc2cccs2)n1	-0.7	-18.6	-7.6	-2.1	0.0	-1.4	0.3	-4.3	1.9	2.7
Cc1ccc(NC(=O)C2CCC(=O)N2C(=O)OCc2ccccc2)cc1 (stereo not drawn)	1.3	8.4	6.8	-7.4	0.1	9.2	-1.2	0.8	-3.2	-0.1
COc1ccccc1N1CCN(C(=O)c2cc(N3C(=O)C4C5CCC(C5)C4C3=O)ccc2Cl)CC1 (stereo not drawn)	1.2	-6.2	0.5	-3.2	-0.5	13.0	-2.1	-5.4	-0.5	-0.6
COc1ccc(C(=O)NCCS(=O)(=O)NCc2ccccc2OC)cc1	0.8	5.3	-0.5	2.5	0.0	8.9	-1.4	-1.6	-1.7	-3.1
COc1ccc(C(CC(=O)N2CCN(c3ccccc3)CC2)c2c(O)cc(OC)cc2OC)cc1 (stereo not drawn)	2.1	0.9	-8.6	-7.8	2.5	0.5	-0.1	-3.4	-4.7	-0.1
Cc1cnc(NCCc2ccccc2)s1	-2.5	11.6	-7.2	-3.8	-1.6	20.1	-4.2	-1.3	-3.1	-1.5
CC(C)CN(C(=O)COC(=O)c1cc2ccccc2cc1O)c1c(N)n(Cc2ccccc2)c(=O)[nH]c1=O	-0.7	-4.0	-4.0	-20.0	2.0	7.5	-1.4	-2.2	1.5	x
Cc1ccc(S(=O)(=O)c2nnn3c2nc(N2CCOCC2)c2ccccc23)cc1C	-1.7	14.8	-8.9	-2.4	-1.1	23.4	-4.6	0.5	-1.1	x
O=C(Nc1ccn([C@H]2CC[C@@H](CO)O2)c(=O)n1)c1ccccc1	1.3	18.8	-7.3	-2.3	-0.4	1.2	-0.2	-4.7	2.9	0.7
O=C(c1ccco1)N1CCN(C(=O)C(Cc2ccccc2)NS(=O)(=O)c2cccs2)CC1 (stereo not drawn)	-1.9	33.7	-4.4	2.4	4.7	1.9	-0.4	-6.6	1.9	-3.7
O=C1C(NS(=O)(=O)c2cccs2)=C(N2CCN(c3cccc(C(F)(F)F)c3)CC2)C(=O)c2ccccc21	1.1	-11.2	-16.3	4.2	-0.1	-15.2	2.7	-0.7	1.7	7.6
CCC(OC(=O)c1cccs1)C(=O)NCc1ccc(C)cc1 (stereo not drawn)	1.6	-2.8	-2.9	11.1	0.0	-19.0	3.5	-8.3	1.0	-4.0
CC1=C(C(=O)OCCOc2ccccc2)C(c2ccc(C)o2)C2=C(CC(C)(C)CC2=O)N1 (stereo not drawn)	-2.5	-0.1	-1.6	-5.1	-0.6	5.0	-0.9	-0.8	-3.0	-2.0
CNC(=S)NCc1ccc2[nH]c3c(c2c1)CCCC3	0.6	4.5	-4.9	1.1	-0.9	2.0	-0.4	-3.0	-2.8	x
CC1CCN(S(=O)(=O)Cc2ccccc2Cl)CC1	-1.9	-0.8	6.3	2.5	-2.1	-3.6	0.6	-0.3	-2.0	-3.3
CC1Cc2cc(-c3csc(NC(=O)Cc4ccccc4)n3)ccc2N1S(C)(=O)=O (stereo not drawn)	-2.9	-41.3	-0.2	-1.8	-0.2	-5.2	0.9	-0.7	16.0	-4.0
O=C(Cn1cnc2c(nnn2Cc2ccccc2)c1=O)c1ccccc1	-2.1	21.0	-3.6	4.8	-2.4	2.7	-0.5	-1.0	0.2	x
O=S(=O)(c1ccccc1)N1CCC(n2nnc3cc(F)ccc32)CC1	0.6	-1.4	-3.8	0.0	0.1	17.2	-3.0	-3.3	-0.1	-0.8
